Compound activity as filed in PubChem.
PPARg SRC3 recr: PPARgamma agonists recruiting SRC-3 coactivator, primary screen, biochemical; Peroxisome proliferator-activated receptor gamma (Homo sapiens), P37231; biochemical PPARgamma/SRC-3 coactivator recruitment assay; activation, % at 8 µM; 200,000 compounds, 0.26% hits; AID 731, 2007; in the data active = activation above about 23%;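 also: 0% = DMSO and 100% = reference agonist; some compounds past the cut are filed as inactive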
Target sequence (P37231 whole entry, looked up): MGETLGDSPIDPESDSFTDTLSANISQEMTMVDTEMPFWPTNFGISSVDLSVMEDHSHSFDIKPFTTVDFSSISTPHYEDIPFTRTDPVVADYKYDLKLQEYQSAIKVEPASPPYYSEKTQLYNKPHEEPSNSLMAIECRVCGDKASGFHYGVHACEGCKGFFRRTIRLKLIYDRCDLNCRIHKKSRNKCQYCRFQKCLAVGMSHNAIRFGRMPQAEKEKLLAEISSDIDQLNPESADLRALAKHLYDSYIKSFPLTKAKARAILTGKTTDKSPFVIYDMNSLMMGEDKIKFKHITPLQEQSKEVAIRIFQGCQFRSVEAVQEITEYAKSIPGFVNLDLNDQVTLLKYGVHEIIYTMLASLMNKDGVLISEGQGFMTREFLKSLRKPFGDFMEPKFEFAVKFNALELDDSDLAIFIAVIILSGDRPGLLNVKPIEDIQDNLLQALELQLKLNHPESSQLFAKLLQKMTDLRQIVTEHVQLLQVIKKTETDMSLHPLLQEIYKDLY
bIAP act: bovine intestinal alkaline phosphatase activators, primary screen, biochemical, bovine IAP, CDP-star luminescence. purified bovine IAP, 30 min; stronger effect = higher value; fold of DMSO-control signal, blank-subtracted. activation factor at 20 µM. 200,000 compounds, 0.17% hits;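 active = activation factor of 2 or more at 20 µM, a signal rise over negative controls twice the positive control's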
PPARg SRC1 recr: PPARgamma agonists recruiting SRC-1 coactivator, primary screen, biochemical; PPARgamma-SRC-1 coactivator recruitment biochemical assay; activation, % at 8 µM; 200,000 compounds, 0.41% hits; in the data active = activation above about 19%;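 also: 0% = DMSO and 100% = reference agonist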
ROMK primary: ROMK potassium channel modulators, primary screen, cell-based, thallium flux, MLSMR library | 130,000 compounds, 2% hits | Tet-inducible ROMK, thallium flux fluorescence; actives lie on both sides | B-score at 10 µM;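 active = signal ratio slope over the read window, or its plate-corrected B-score, at least 3 SD from the plate mean, either direction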;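 also: B-score of the F/F0 ratio slope over 7 to 12 s after thallium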
Target sequence (P48048 whole entry, looked up): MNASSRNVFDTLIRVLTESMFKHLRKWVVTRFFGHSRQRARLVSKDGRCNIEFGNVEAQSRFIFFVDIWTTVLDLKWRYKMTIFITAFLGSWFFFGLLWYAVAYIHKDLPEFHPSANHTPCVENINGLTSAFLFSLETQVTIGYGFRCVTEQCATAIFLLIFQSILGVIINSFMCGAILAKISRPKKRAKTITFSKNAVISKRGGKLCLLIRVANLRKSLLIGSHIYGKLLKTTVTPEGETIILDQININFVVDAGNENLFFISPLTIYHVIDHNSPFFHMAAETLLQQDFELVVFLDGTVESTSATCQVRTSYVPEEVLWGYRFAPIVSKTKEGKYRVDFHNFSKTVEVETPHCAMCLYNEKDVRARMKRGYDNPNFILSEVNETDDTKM
TNAP act hi DEA: TNAP activators at high phosphate acceptor level, primary screen, biochemical, luminescence, uHTS; activation factor at 20 µM; 200,000 tested, under 10 active; purified TNAP, CDP-star luminescence, 1 M DEA, 30 min; stronger effect = higher value; 0 = EDTA background, 1 = DMSO-only activity; Alkaline phosphatase, tissue-nonspecific isozyme (Homo sapiens), P05186;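 active = activation factor at least 2 at 20 µM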
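Test system – human TNAP · Doses – 20 µM single point · Incubation – 30 min, room temperature · Signal – luminescent substrate turnover signal · Read-out basis – activation factor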
STAT3 act: IL-6 driven STAT3 reporter potentiators, primary screen, U3A cells, luciferase, luminescence, MLSCN library; IL-6 STAT3-luciferase reporter; 100% = signal with IL-6 EC80 alone; activation (% of control), % at 5.6 µM; 190,000 compounds, 0.91% hits;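 active = activation above the screen-wide mean of compound activation plus 3 SD, cut at about 130% in these data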;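 also: 0% = background luminescence of wells with medium and substrate only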
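Test system: human U3A cells carrying STAT3-luciferase construct; control set: IL-6-only wells as 100% reference; timing: compound pre-incubation 1 h before IL-6, then 6 h stimulation at 37 °C; also added: IL-6 stimulus at 33 ng/mL final; evaluation: % activation versus median of IL-6-stimulated wells; detection: reporter luminescence signal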
PPARg SRC2 recr: agonists of PPARg-SRC-2 recruitment, primary screen, biochemical, HTS | Peroxisome proliferator-activated receptor gamma (Homo sapiens), P37231 | 200,000 compounds, 0.34% hits | PPARgamma LBD-SRC-2 recruitment | activation, % at 8 µM | AID 1032, 2008; in the data active = activation above about 22%;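 also: 0% = vehicle and 100% = reference agonist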
bIAP inh: bovine intestinal alkaline phosphatase inhibitors, primary screen, selectivity assay for TNAP inhibitor project, biochemical, bovine IAP, CDP-star luminescence | alkaline phosphatase, intestinal [Bos taurus] | purified bovine IAP, 30 min | inhibition, % at 20 µM | 190,000 tested, under 10 active;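 active = over 50% inhibition of intestinal alkaline phosphatase at 20 µM in the single-dose screen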
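test system = bovine IAP enzyme | medium = DEA buffer 100 mM, pH 9.8, with MgCl2 1.0 mM, ZnCl2 0.02 mM | detection = luminescence | dosing = single compound dose of 20 µM, 2% DMSO final | incubation = 30 min reaction at room temperature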
STAT3 inh: IL-6 driven STAT3 reporter inhibitors, primary screen, U3A cells, luciferase, luminescence, MLSCN library; IL-6 STAT3-luciferase reporter; host cell line lacks STAT1; inhibition, % at 5.5 µM; 190,000 compounds, 0.89% hits;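 active = inhibition above the mean inhibition across all screened compounds plus 3 SD, cut at about 44% in these data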;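 also: 0% = DMSO only wells and 100% = 100 µM nifuroxazide control wells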
STAT1 blocker: STAT1 signaling inhibitors, primary screen, cell-based, HTS, luciferase reporter; NIH 3T3 STAT1-luciferase reporter, IFN-gamma, luminescence; inhibition, % at 5.5 µM; 200,000 compounds, 0.35% hits;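 active = inhibition above a set limit, the mean inhibition across all tested compounds plus 3 SD, cut at about 34% in these data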;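 also: 0% = IFN-gamma with DMSO and 100% = IFN-gamma with 300 µM nifuroxazide; values of inactives mirror those of a sister screen read the other way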
TR-FRET SRC-2 ct: TR-FRET signal artefacts, primary screen, artefact control for PPARgamma SRC-2 agonist project, biochemical; 200,000 compounds, 0.4% hits; TR-FRET artefact counter-screen; stronger effect = higher value; TR-FRET ratio at 8 µM; AID 1049, 2008; in the data active = TR-FRET ratio above about 2000; also: inactives centre near 1500
An asterisk follows results filed as active; / = no result given.

#	Molecule	PPARg SRC2 recr	bIAP inh	PPARg SRC1 recr	TNAP act hi DEA	TR-FRET SRC-2 ct	STAT3 act	ROMK primary	STAT3 inh	PPARg SRC3 recr	STAT1 blocker	bIAP act
1	CC(=O)c1cccc(NC(=O)NC2CC3CCCC(C2)N3CC(C)C)c1 (stereo unspecified)	4	5	-3	1	1357	109	/	-9	-9	3	0.9
2	CCOc1ccc(OCc2ccc(C(=O)Nc3cccc(C)n3)o2)cc1	6	-6	-2	1	1450	101	-1.5	2	14	-24	1.1
3	CC(C)Oc1c(Br)cc(Br)cc1/C=N/NC(N)=S	-2	8	-2	1	1519	86	-0.077	17	0	4	0.9
4	O=C(NCc1cccnc1)C(=O)NCC1OCCCN1S(=O)(=O)c1ccc(Cl)cc1 (stereo unspecified)	2	-2	9	1	1474	109	/	-7	5	-12	1
5	Cc1ccc(NC(=O)c2c(C)nn(-c3ccccc3)c2Cl)cc1	-5	2	3	1	1496	94	/	3	-8	-8	1
6	Cc1n[nH]c(=O)n1-c1ccc(OCc2ccccc2)cc1	-2	8	9	1.1	1555	107	0.86	-2	4	-26	0.9
7	O=C(Nc1ccc2c(c1)CCC2)c1cc2ccccc2o1	11	25	4	1	1733	90	0.14	18	12	-55	0.8
8	CCc1cc2c3c(c(=O)oc2cc1O)CCCC3	2	2	4	1	1506	118	/	-18	-2	-4	1
9	Cc1cc(=O)n(CCCO)c(O)c1C#N	1	1	1	1	1567	109	/	-5	5	-3	1
10	CC(=O)c1noc(C)c1C(=O)Nc1nccs1	3	14	1	1	1483	91	-1.2	17	-1	5	0.9
11	COc1ccccc1Nc1nc2c(s1)CCC2	4	2	2	1.1	1421	100	/	3	-6	-19	1
12	O=C(NCc1ccccn1)c1ccc(Cl)s1	1	21	-1	1	1481	101	/	1	-7	-9	0.8
13	CN(C(=O)/C=C/c1ccco1)c1ccccc1C(=O)O	-5	-2	5	1	1444	102	0.53	2	-3	-7	1
14	COc1ccc(Nc2ccc(S(=O)(=O)N3CCCCC3)cc2[N+](=O)[O-])cc1OC	-6	-11	3	0.9	1683	92	/	13	1	-1	1.1
15	Cc1ccc(-c2ccc(/C=C(\C#N)C(N)=S)o2)c([N+](=O)[O-])c1	1	-1	23*	1	1615	91	1.1	20	2	10	1

In the list so far, these contain nitrogen in an aromatic ring.
#	Molecule	PPARg SRC2 recr	bIAP inh	PPARg SRC1 recr	TNAP act hi DEA	TR-FRET SRC-2 ct	STAT3 act	ROMK primary	STAT3 inh	PPARg SRC3 recr	STAT1 blocker	bIAP act
2	CCOc1ccc(OCc2ccc(C(=O)Nc3cccc(C)n3)o2)cc1	6	-6	-2	1	1450	101	-1.5	2	14	-24	1.1
4	O=C(NCc1cccnc1)C(=O)NCC1OCCCN1S(=O)(=O)c1ccc(Cl)cc1 (stereo unspecified)	2	-2	9	1	1474	109	/	-7	5	-12	1
5	Cc1ccc(NC(=O)c2c(C)nn(-c3ccccc3)c2Cl)cc1	-5	2	3	1	1496	94	/	3	-8	-8	1
6	Cc1n[nH]c(=O)n1-c1ccc(OCc2ccccc2)cc1	-2	8	9	1.1	1555	107	0.86	-2	4	-26	0.9
9	Cc1cc(=O)n(CCCO)c(O)c1C#N	1	1	1	1	1567	109	/	-5	5	-3	1
10	CC(=O)c1noc(C)c1C(=O)Nc1nccs1	3	14	1	1	1483	91	-1.2	17	-1	5	0.9
11	COc1ccccc1Nc1nc2c(s1)CCC2	4	2	2	1.1	1421	100	/	3	-6	-19	1
12	O=C(NCc1ccccn1)c1ccc(Cl)s1	1	21	-1	1	1481	101	/	1	-7	-9	0.8

(listing goes on)
#	Molecule	PPARg SRC2 recr	bIAP inh	PPARg SRC1 recr	TNAP act hi DEA	TR-FRET SRC-2 ct	STAT3 act	ROMK primary	STAT3 inh	PPARg SRC3 recr	STAT1 blocker	bIAP act
16	O=C(CCNC(=O)c1ccc(Cl)cc1)Nc1ccc(F)cc1F	-5	-2	-8	1.1	1512	94	-0.3	8	0	3	1
17	O=C(COC(=O)c1ccco1)Nc1ccccc1	4	8	9	1.1	1611	102	/	4	11	-6	0.9
18	CCC1=NN2C(=N)/C(=C\c3cccn3-c3ccc(OC)cc3)C(=O)N=C2S1	8	-10	6	1	1657	97	0.68	8	2	9	1.1
19	CCN(C(=O)Cn1c(=O)n2nc(CCn3nc(C)cc3C)nc2c2ccccc21)c1cccc(C)c1	1	-4	2	1	1559	102	/	3	-2	-4	1
20	COc1ccc2cc(C(=O)C3CCCN(C(=O)c4cc(=O)n(C)c(=O)n4C)C3)ccc2c1 (stereo unspecified)	2	-5	8	1	1607	106	-0.31	-5	6	-5	1.1
21	CN1C(=O)C(CC(=O)Nc2ccc3c(c2)Cc2ccccc2-3)N(C)C1=O (stereo unspecified)	7	5	-1	1.1	1506	129	/	-31	6	2	0.9
22	CCc1ccc(OCCCC(=O)Nc2ccc(N3CCCCC3)cc2)cc1	4	9	6	1	1770	96	/	15	3	5	0.9
23	COc1ccccc1NC(=O)CSc1nnnn1-c1ccc2c(c1)OCO2	2	-11	4	1	1485	107	/	-5	2	7	1.1
24	CCC(=O)Nc1c(-c2cccs2)c(=O)c2ccccc2n1C	13	10	0	1	1487	110	0.013	-7	14	-2	0.9
25	CCOC(=O)N1CCC(Nc2c(NCCCN(CC)CC)c(=O)c2=O)CC1	2	1	1	1	1746	94	/	12	-6	-2	1
26	CCNC(=S)Nc1cc(OCC)c(NC(=O)c2ccco2)cc1OCC	1	1	8	1	1619	95	/	6	3	5	1
27	COc1ccccc1-c1nnn(CC#N)n1	-5	5	-1	1	1416	104	/	-2	-1	-3	0.9
28	O=C(O)C1C2C=CC(CC2)C1C(=O)O (stereo unspecified)	3	4	-4	1	1536	100	0.46	-3	-2	-2	1
29	C/C(=N\OCC(=O)NC12CC3CC(CC(C3)C1)C2)c1cc2ccccc2o1	-8	-1	-3	1	1398	102	/	4	-2	3	1
30	O=C(NNC(=O)c1cccc(O)c1)Nc1ccc([N+](=O)[O-])cc1	2	-2	2	1.1	1610	99	1.7	7	3	5	1
31	O=C(NC1CCCCC1)NC12CC3CC(CC(C3)C1)C2	3	-7	5	1	1638	99	/	3	1	1	1.1
32	C=CCn1c(SCc2nc3scc(-c4ccccc4)c3c(=O)[nH]2)nnc1-c1ccccc1F	0	-2	1	1	1621	107	-1	-12	-4	-2	1
33	Nc1nc2ccccc2n1CCN1CCCC1	9	8	0	1	1540	104	-0.039	-2	5	3	0.9
34	COCCN(C(=S)Nc1ccccc1OC)C1CCN(C(C)C)CC1	0	50	5	1.1	1573	102	-0.021	7	2	9	0.5
35	COC(=O)NCC(c1ccco1)N1CCN(c2ccc(OC)cc2)CC1 (stereo unspecified)	3	-3	-4	1	1452	106	-0.8	-3	-3	-10	1
36	COc1ccc(/C=N/NC(=O)CN(CCc2ccccc2)S(=O)(=O)c2ccc(NC(C)=O)cc2)cc1OC	8	5	-3	1	1709	103	/	-5	6	3	0.9
37	CCC(c1nnc(SCC(=O)NCC2CCCO2)n1Cc1ccccc1)N(C)C (stereo unspecified)	5	/	3	/	1494	101	/	3	-2	2	/
38	NC(=O)NCc1ccccc1F	9	1	5	1	1488	95	/	11	1	-3	1
39	COc1cc(NC(=O)c2ccc3c(c2)OCCO3)ccc1NC(=O)c1cccs1	4	5	12	1.1	1515	84	-0.52	21	8	-10	0.9
40	COC(=O)c1sccc1OCc1cccc(OC)c1	5	7	1	1	1727	91	-0.89	15	-4	-3	0.9
41	CC(=O)Nc1ccc2nc(NC(=O)COc3ccccc3Cl)sc2c1	3	-5	8	1	1649	90	-0.089	17	-1	-30	1.1
42	CCn1c(SCC(=O)Nc2cccc(C)n2)nc2c1c(=O)n(C)c(=O)n2C	0	-6	-2	1	1293	107	-0.16	-4	2	6	1.1
43	O=C(Cc1ccc([N+](=O)[O-])cc1)Nc1nnc(C2CC2)s1	6	0	5	1	1597	97	/	6	-5	3	1
44	COc1ccc2nc(C)cc(C(=O)O)c2c1	2	0	1	1.1	1383	104	/	5	-9	-2	1
45	CC(C)n1c(N2CCN(C(=O)Nc3ccccc3)CC2)nc2ccccc21	-7	-2	2	1	1525	82	/	24	2	-5	1
46	CCC(C)c1ccc(NC(=O)COC(=O)c2nc3nccc(C)n3n2)cc1 (stereo unspecified)	7	-7	1	1	1540	96	0.55	14	6	-19	1.1
47	COc1ccc(Cl)cc1NC(=O)Nc1ccccc1SC	3	1	-3	1	1506	107	0.046	-3	3	-6	1
48	O=C(CN1CCc2ccccc2C1)NCC(=O)Nc1ccc(F)cc1	-4	-2	-1	1	1534	120	-1.4	-12	-3	-5	1
49	O=C(O)CNC(=S)N(Cc1ccccc1)Cc1cccnc1	4	-11	5	1.1	1690	92	1.3	14	4	-4	1.1
50	Cc1cc(Cl)c(S(=O)(=O)N2CCSCC2)cc1OCC(=O)NC1CCCCC1	-4	2	2	1.1	1538	46	-1.9	67*	1	3	1
51	CNC(=S)N1N=C(c2ccc(C)cc2)CC1c1cc(OC)ccc1OC (stereo unspecified)	5	-3	11	1	1638	101	1.5	7	6	1	1
52	CC1Sc2ccccc2N(CC(=O)N(C(C)C)C(C)C)C1=O (stereo unspecified)	0	-1	-3	1	1523	99	0.059	2	-3	-2	1
53	CCO[C@H]1OC(C(=O)NCc2ccccc2)=C[C@@H](c2ccccc2)[C@@H]1CCCO	-6	-2	1	1.1	1564	/	/	/	-2	0	1
54	COc1ccccc1N1CC(C(=O)OCC(=O)c2ccc(F)cc2)CC1=O (stereo unspecified)	2	6	-5	1.1	1469	106	0.15	-4	-3	1	0.9
55	CCOC(=O)N1CCN(S(=O)(=O)c2ccc(C(=O)Nc3sc4c(c3C#N)CCC4)cc2)CC1	-6	5	9	0.9	1537	94	/	10	-4	0	0.9

Not a hit list; overall some 3.7% were active at least once.
